Screening results (PubChem BioAssay)
aDG glyco up – activators of alpha-DG glycosylation, primary screen, uHTS, Pro5-aDG cells, AlphaScreen. activation, % at 10 µM. alpha-DG glycosylation AlphaScreen (IIH6); 0% Pro5, 100% B10-LARGE cell signal. AID 624168, 2012. actives 0.22% (n = 360,000);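 active = activation of at least 8% versus controls, or a plate z-score of at least 8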;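 also: Pro5 are CHO cells carrying HIG-tagged alpha-DG that lacks glycosylation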
MC4R barr agon – MC4R agonists recruiting beta-arrestin, primary screen, cell-based, luminescence, agonist arm of biased-ligand search; actives 0.98% (n = 360,000); U2OS MC4R beta-arrestin complementation; percent of melanotan II response, DMSO zero; activation, % at 8.9 µM; Melanocortin receptor 4 (Homo sapiens), P32245;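 active = activation above a per-plate cutoff, the mean activation of sample wells on that plate plus 3 SD, cut at about 8% in these data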
MC4R antagonist – MC4R antagonists of cAMP signaling, primary screen, cell-based, TR-FRET, antagonist arm of biased-ligand search | MC4R-expressing cells, MTII-stimulated cAMP, LANCE TR-FRET | Melanocortin receptor 4 (Homo sapiens), P32245 | actives 0.48% (n = 360,000) | AID 540295, 2011 | inhibition, % at 6.5 µM;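 active = inhibition above its plate's cutoff, the mean of tested wells on that plate plus 3 SD, cut at about 29% in these data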;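 also: 0% = Melanotan II alone and 100% = Melanotan II plus saturating MCL0020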
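System – human MC4R-expressing U2OS cells · Also added – Melanotan II · Dosing – one concentration, 6.5 µM nominal · Timing – 30-min compound, 1-h challenge, 1-h detection, room temperature · Measured by – Eu-cAMP/anti-cAMP TR-FRET, emission 671 nm · Replicates – singlicate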
Vif imaging – HIV Vif self-association inhibitors, primary screen, imaging, HEK293T, single point | HEK293T cells, Vif self-association by quenched fluorescence, 24 h | inhibition, % at 7.49 µM | actives 0.35% (n = 340,000) | AID 602346, 2012; in the data active = inhibition above about 50%, passing the limit was not always enough; also: some results filed as inactive read as strong as hits
Exocytosis inh – LAMP-1 surface exposure blockers, TALL-104 cells – cell-based, flow cytometry, MLPCN library, primary screen; AID 651702, 2012; inhibition, % at 10 µM; actives 0.66% (n = 360,000); TALL-104 LAMP-1 surface exposure; cells stimulated with thapsigargin and PMA;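 active = inhibition above about 55%, limit read from the data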
ABHD5 PLIN5 PPI – ABHD5-PLIN5 interaction inhibitors, primary screen, cell lysate, split luciferase complementation, luminescence; Split G. princeps luciferase complementation, 4 h; inhibition, % at 4 µM; actives 0.78% (n = 360,000);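 active = inhibition above the mean inhibition across every tested compound plus 3 SD, cut at about 22% in these data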;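 also: 0% = DMSO only wells and the 100% control is not disclosed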
TLR9-MyD88 block – inhibitors of TLR9-MyD88 association in cells, primary screen, cell-based, CHO, BLA complementation, fluorescence | Toll-like receptor 9 (Homo sapiens) + Myeloid differentiation primary response protein … | CCF4 FRET ratio | actives 0.21% (n = 340,000) | AID 504734, 2011 | inhibition, % at 4.98 µM;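 active = inhibition above the mean over all tested compounds plus 3 SD, cut at about 21% in these data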;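 also: 0% = DMSO only wells and 100% = clavulanate BLA inhibitor control wells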
Glyco luc inh – increase of ERlucT glycosylation luciferase signal, primary screen, N-linked glycosylation inhibitor project, D54 ERlucT cells, luminescence, set 2; D54 ERlucT glycosylation luciferase reporter, 24 h; percent of 100 nM tunicamycin response; reporter increase, % at 12.5 µM; actives 0.23% (n = 360,000); AID 588692, 2011;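 active = mean luciferase reporter signal, scaled so untreated is 0 and the glycosylation-blocking control 100, at or above a set limit in every replicate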;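 also: luciferase carries N-glycosylation sites so blocking glycosylation raises the light; 0% = median of neutral control wells and 100% = median of 100 nM tunicamycin wells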
NOD2 RIPK2 PPI – NOD2-RIPK2 binding disruptors in cells, primary screen, fluorescence, CHO cells, BLA complementation; Receptor-interacting serine/threonine-protein kinase 2 (Homo sapiens), O43353; actives 0.38% (n = 360,000); inhibition, % at 4.98 µM; CCF4 ratio; in the data active = inhibition above about 21%;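 also: 0% = vehicle only and 100% = reference blocker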
ABCB6 inh 2 – ABCB6 transporter inhibitors, primary screen, K562-ABCB6 cells, flow cytometry, MLPCN library. ATP-binding cassette sub-family B member 6 (Homo sapiens), Q9NP58. AID 602162, 2011. actives 0.19% (n = 360,000). K562-ABCB6 porphyrin accumulation, 1 h; hits give low values. fluorescence ratio to DMSO, % at 10 µM;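 active = fluorescence ratio to DMSO below 75%, the collection mean minus 3 SD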;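 also: signal is porphyrin accumulated inside mitochondria; 100% equals median channel fluorescence of DMSO control wells; lower ratio means ABCB6 inhibition with less porphyrin fluorescence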
Target sequence (Q9NP58 whole entry, looked up): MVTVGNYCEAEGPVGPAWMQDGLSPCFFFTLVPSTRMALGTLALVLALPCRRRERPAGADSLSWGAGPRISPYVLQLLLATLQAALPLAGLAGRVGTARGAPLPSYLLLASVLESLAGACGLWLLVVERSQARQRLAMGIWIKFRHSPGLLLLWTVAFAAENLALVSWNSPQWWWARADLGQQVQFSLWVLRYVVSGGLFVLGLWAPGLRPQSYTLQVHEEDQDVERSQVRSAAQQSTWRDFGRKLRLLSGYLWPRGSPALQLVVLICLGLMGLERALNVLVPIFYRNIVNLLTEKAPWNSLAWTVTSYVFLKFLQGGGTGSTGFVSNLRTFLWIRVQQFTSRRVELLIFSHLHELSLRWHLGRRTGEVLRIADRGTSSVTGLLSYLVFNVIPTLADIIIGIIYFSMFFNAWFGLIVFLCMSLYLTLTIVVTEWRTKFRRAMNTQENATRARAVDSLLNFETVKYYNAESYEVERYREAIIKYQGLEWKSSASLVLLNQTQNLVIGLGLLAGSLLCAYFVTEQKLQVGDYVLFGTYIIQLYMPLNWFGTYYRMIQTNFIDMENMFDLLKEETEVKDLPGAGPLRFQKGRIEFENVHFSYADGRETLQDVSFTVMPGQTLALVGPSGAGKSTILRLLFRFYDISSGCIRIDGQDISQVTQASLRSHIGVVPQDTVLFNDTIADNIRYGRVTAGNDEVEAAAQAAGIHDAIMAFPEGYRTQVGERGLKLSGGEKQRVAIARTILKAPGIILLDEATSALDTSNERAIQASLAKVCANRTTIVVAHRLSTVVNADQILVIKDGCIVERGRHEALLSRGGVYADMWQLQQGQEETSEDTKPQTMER
* marks the source's active call; other numbers are inactive results; . = no result given. Not all compounds are listed; count on the stated rates, not on these rows.

molecule,Vif imaging,Glyco luc inh,MC4R barr agon,aDG glyco up,MC4R antagonist,NOD2 RIPK2 PPI,Exocytosis inh,ABHD5 PLIN5 PPI,TLR9-MyD88 block,ABCB6 inh 2
O=C(CCNS(=O)(=O)c1ccccc1C(F)(F)F)N1CCN(C(c2ccccc2)c2ccccc2)CC1,25,-6,0.4,0.1,9,0,0,-7,-1,99
CNC(=S)N/N=C(\C)c1cccc([N+](=O)[O-])c1,0,3,-0.6,0.7,6,1,1,9,-8,98
O=C(CNC(=S)N(Cc1ccccc1F)C1CCCCC1)NC1CC1,-3,-2,-1.3,-0.1,-4,0,0,-9,-1,95
CCOCCCNC(=O)c1ccc(/C=C2\Oc3ccccc3N(C)C2=O)cc1,-15,3,0.9,-0.1,11,0,6,3,4,98
COc1ccc(/C(C)=N/NC(=O)c2ccncc2)cc1[N+](=O)[O-],16,1,-0.9,-0.1,1,3,-2,-5,0,98
Cc1nc(C(=O)Nc2cccc(Cl)c2)nn1-c1cc(OC(C)C)c(Cl)cc1Cl,-17,-3,3.9,0.7,8,2,1,2,-1,103
Cc1ccc(OCCC(=O)Nc2c(C)n(C)n(-c3ccccc3)c2=O)cc1,4,1,1.0,-0.1,5,-7,-5,2,-2,103
CCc1c(O)nc(SC2CC(=O)N(c3ccc(F)c(Cl)c3)C2=O)[nH]c1=O (stereo unspecified),0,0,-2.2,0.1,8,7,3,-1,5,95
NS(=O)(=O)c1ccc(NC(=O)c2ccc3c(c2)OCO3)cc1,7,1,0.4,0.0,0,-1,-4,8,8,97
Cc1nc(Cl)cc(CS(=O)(=O)c2ccc(Cl)cc2)n1,-1,-1,-0.4,-0.4,19,-2,-1,4,12,98
Cc1cc(C)n(C(=O)C2CCCN2S(=O)(=O)c2ccc(Cl)cc2)n1 (stereo unspecified),1,0,-1.6,-0.1,6,2,-3,0,-1,97
COc1ccc(C2C(Oc3ccccc3C)C(=O)N2Cc2ccc(F)cc2)cc1OC (stereo unspecified),-7,-4,2.2,0.3,8,4,20,2,-2,96
CC(=O)N1C(=O)NC2=C(C(=O)CCC2)C1c1cccc([N+](=O)[O-])c1 (stereo unspecified),2,3,-2.4,-0.2,-2,5,8,5,0,85
O=C(COC(=O)CC1c2ccccc2CCN1S(=O)(=O)c1ccccc1)Nc1ccccc1 (stereo unspecified),-5,-3,-1.0,0.3,13,6,-1,-2,1,98
CCOC(=O)CC1(C)Sc2ccccc2N1S(=O)(=O)c1ccc(C)cc1 (stereo unspecified),.,.,.,-0.1,.,-15,3,-4,.,.

Rewritten with each value named: part of the list above
> O=C(CNC(=S)N(Cc1ccccc1F)C1CCCCC1)NC1CC1
  Vif imaging = -3	Glyco luc inh = -2	MC4R barr agon = -1.3	aDG glyco up = -0.1	MC4R antagonist = -4	NOD2 RIPK2 PPI = 0	Exocytosis inh = 0	ABHD5 PLIN5 PPI = -9	TLR9-MyD88 block = -1	ABCB6 inh 2 = 95

> Cc1ccc(OCCC(=O)Nc2c(C)n(C)n(-c3ccccc3)c2=O)cc1
  Vif imaging = 4	Glyco luc inh = 1	MC4R barr agon = 1.0	aDG glyco up = -0.1	MC4R antagonist = 5	NOD2 RIPK2 PPI = -7	Exocytosis inh = -5	ABHD5 PLIN5 PPI = 2	TLR9-MyD88 block = -2	ABCB6 inh 2 = 103

> CNC(=S)N/N=C(\C)c1cccc([N+](=O)[O-])c1
  Vif imaging = 0	Glyco luc inh = 3	MC4R barr agon = -0.6	aDG glyco up = 0.7	MC4R antagonist = 6	NOD2 RIPK2 PPI = 1	Exocytosis inh = 1	ABHD5 PLIN5 PPI = 9	TLR9-MyD88 block = -8	ABCB6 inh 2 = 98

> CC(=O)N1C(=O)NC2=C(C(=O)CCC2)C1c1cccc([N+](=O)[O-])c1 (stereo unspecified)
  Vif imaging = 2	Glyco luc inh = 3	MC4R barr agon = -2.4	aDG glyco up = -0.2	MC4R antagonist = -2	NOD2 RIPK2 PPI = 5	Exocytosis inh = 8	ABHD5 PLIN5 PPI = 5	TLR9-MyD88 block = 0	ABCB6 inh 2 = 85

Next section.
molecule,Vif imaging,Glyco luc inh,MC4R barr agon,aDG glyco up,MC4R antagonist,NOD2 RIPK2 PPI,Exocytosis inh,ABHD5 PLIN5 PPI,TLR9-MyD88 block,ABCB6 inh 2
O=C1C=C(NCC2CCCO2)CC(c2ccccc2)C1 (stereo unspecified),-17,-1,-0.8,-0.1,3,3,-3,-1,2,113
CCN1C(C)=C(C)S/C1=C1\SC(=S)N(C2CCCCC2)C1=O,-3,-1,-2.4,-0.6,1,-2,-2,-6,-2,95
OC[C@H]1O[C@H](OC[C@H]2O[C@H](OC[C@H]3O[C@H](O[C@]4(CO)O[C@H](CO)[C@@H](O)[C@@H]4O)[C@H](O)[C@@H](O)[C@@H]3O)[C@H](O)[C@@H](O)[C@H]2O)[C@H](O)[C@@H](O)[C@H]1O,-10,1,-0.3,0.1,4,-6,0,-3,11,99
CC(=O)c1cccc(NC(=O)CSc2nnc(C(C)N(C)C)n2Cc2ccccc2)c1 (stereo unspecified),0,0,-1.8,0.0,-2,11,-9,1,-4,93
COc1ccc(/C=C/c2ccncc2)cc1,7,0,-0.5,-0.2,-3,-1,-2,0,0,92
Cc1ccc(NS(=O)(=O)c2ccc(NC(=O)c3ccccc3C(=O)O)cc2)cc1C,-2,1,-0.5,-0.1,8,-7,-1,6,.,99
COc1cc(C(=O)Nn2c(O)c(C3=c4ccccc4=NC3=O)sc2=S)ccc1O,-4,-1,-3.9,0.0,0,2,-5,6,-3,97
O=C1CC/C=C\C[C@@H](CC(=O)N(CCO)Cc2ccccc2)C(=O)N2CCC[C@H]2CO1,-2,2,-0.4,-0.1,6,-6,6,0,-8,102
O=C(NCCCO)c1ccc(CSc2nc3ccccc3c(=O)[nH]2)cc1,8,-2,-2.2,0.1,-4,8,2,-1,-17,95
COc1ccccc1Nc1nc2c(C)cccc2cc1C#N,7,-1,2.1,-0.4,5,-4,7,8,-3,98
CC(C)C(c1nnnn1Cc1ccccc1)N1CCN(Cc2ccco2)CC1 (stereo unspecified),-4,-3,-1.1,0.4,-1,-5,3,-1,-3,103
COC(=O)c1ccc(/C=C(\C#N)c2nc3ccccc3s2)cc1,3,2,1.6,0.1,8,-1,2,3,7,99
CCCCN(C(=O)C1CC(=O)N(Cc2ccc(C)cc2)C1)c1c(N)n(CCCC)c(=O)[nH]c1=O (stereo unspecified),0,1,0.8,-0.1,1,-2,-5,-1,-1,97
Cc1nn(CC(C)C)c(Cl)c1C(=O)N(C)CC(=O)Nc1c(Cl)cccc1Cl,-3,-1,-0.7,-0.1,-2,-2,-1,3,2,96
O=S(=O)(c1ccc(NC(=S)N2CCN(c3ccccc3F)CC2)cc1)N1CCOCC1,9,0,1.7,0.6,-7,9,-2,2,1,94
CCN1C(=NCCOC)N[C@@H](CCc2ccccc2)[C@H](C(=O)OC)[C@H]1C,-3,1,-0.4,0.0,-2,-9,-7,6,-1,96
O=C(CCc1ccccc1)NNC(=O)C1CCCCC1,10,2,-2.4,0.6,5,-3,9,-1,-3,99
CC1(C)OC1COc1c2ccoc2cc2oc(=O)ccc12 (stereo unspecified),4,2,-2.8,-0.4,0,-21,80*,4,-9,99
O=C(Nc1ccccc1)c1ccc2ccccc2n1,10,-8,-3.7,-0.3,4,-3,0,-3,5,87
CC1COc2ccccc2N1S(=O)(=O)c1cc(Cl)ccc1Cl (stereo unspecified),.,1,1.5,0.1,2,1,4,-3,-3,105
CCOC(=O)C(O)(CC(=O)Nc1ccc(Cl)cc1Cl)C(F)(F)F (stereo unspecified),1,1,0.0,0.0,-2,13,3,-5,4,100
COc1ccc(S(=O)(=O)N2CCCCC2)cc1NC(=O)Cc1c[nH]c2ccccc12,-1,-4,-1.0,-0.2,7,7,25,-2,4,83
CN(Cc1c(F)cccc1Cl)C(=O)c1cccc(S(=O)(=O)NCc2ccccc2)c1,-10,-4,-0.9,0.1,0,6,-5,-4,-17,107
CCN(CC(=O)Nc1c(F)cccc1F)C(=O)Cc1ccccc1,-5,1,-2.2,-0.1,4,7,25,-5,6,89
Cc1cc(C(F)(F)F)nc(SCC(=O)Nc2ccccc2)n1,5,-2,0.4,0.1,10,9,-1,1,-5,102
CCOC(=O)C1CCCN(c2c(N3CCOCC3)c(=O)c2=O)C1 (stereo unspecified),.,0,-0.1,0.0,-2,1,-4,5,-1,100
Cc1ccc(CN2C(=O)CCSc3ccc(Cl)cc32)cc1,-3,-2,1.9,-0.3,18,-6,0,0,1,95

Full records from above. Values in the order: Vif imaging | Glyco luc inh | MC4R barr agon | aDG glyco up | MC4R antagonist | NOD2 RIPK2 PPI | Exocytosis inh | ABHD5 PLIN5 PPI | TLR9-MyD88 block | ABCB6 inh 2
Cc1ccc(CN2C(=O)CCSc3ccc(Cl)cc32)cc1 is listed with -3 | -2 | 1.9 | -0.3 | 18 | -6 | 0 | 0 | 1 | 95
Cc1cc(C(F)(F)F)nc(SCC(=O)Nc2ccccc2)n1 is listed with 5 | -2 | 0.4 | 0.1 | 10 | 9 | -1 | 1 | -5 | 102
CN(Cc1c(F)cccc1Cl)C(=O)c1cccc(S(=O)(=O)NCc2ccccc2)c1 is listed with -10 | -4 | -0.9 | 0.1 | 0 | 6 | -5 | -4 | -17 | 107
